# LMPTP block: blocks human LMPTP phosphatase. P24666. recombinant LMPTP-A, OMFP fluorogenic substrate, fluorescence intensity. inhibition, % at 20 µM. hit rate 0.22% among 360,000. AID 651560;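 active = compounds that cut the enzyme signal by at least half of the control window in the single-dose screen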;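 note: plate controls were DMSO wells with enzyme plus substrate for no effect and substrate without enzyme for full effect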
# Target sequence (P24666 whole entry, looked up): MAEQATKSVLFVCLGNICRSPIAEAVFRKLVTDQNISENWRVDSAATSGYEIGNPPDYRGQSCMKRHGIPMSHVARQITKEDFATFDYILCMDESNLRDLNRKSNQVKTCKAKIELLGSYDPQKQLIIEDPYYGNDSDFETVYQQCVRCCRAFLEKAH
#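 Assay system: LMPTP-A, protein tyrosine phosphatase of low molecular weight / Medium: pH 6.0 Bis-Tris buffer with DTT and Triton X-100 / Schedule: 50 min enzyme reaction at room temperature, protected from light / Measured by: endpoint fluorescence intensity from OMFP dephosphorylation / Read-out basis: % inhibition relative to no-enzyme and uninhibited control wells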
# NadD inh: NadD (S. aureus) enzyme inhibition | purified NadD enzyme, colorimetric absorbance read-out | inhibition, % at 20 µM | hit rate 0.78% among 360,000 | AID 602399; in the data active = inhibition above about 26%; note: some compounds past the cut are filed as inactive
# SUMO1-SIM PPI: alters human SUMO1 binding to SIM partners; SUMO1 binding to a labelled peptide, TR-FRET, 1 h; inhibition, % at 20 µM; hit rate 0.33% among 360,000; AID 602429; in the data active = inhibition above about 37%
# STEP block: inhibitors of human striatal-enriched phosphatase STEP | P54829 | hit rate 0.25% among 360,000 | recombinant STEP, OMFP fluorogenic substrate, fluorescence | AID 588621 | inhibition, % at 20 µM;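 active = inhibition at 20 µM, scaled per plate between control wells, above about 37%, limit read from the data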;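 note: 0% = DMSO with enzyme and substrate and 100% = substrate only without enzyme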
# Target sequence (P54829 whole entry, looked up): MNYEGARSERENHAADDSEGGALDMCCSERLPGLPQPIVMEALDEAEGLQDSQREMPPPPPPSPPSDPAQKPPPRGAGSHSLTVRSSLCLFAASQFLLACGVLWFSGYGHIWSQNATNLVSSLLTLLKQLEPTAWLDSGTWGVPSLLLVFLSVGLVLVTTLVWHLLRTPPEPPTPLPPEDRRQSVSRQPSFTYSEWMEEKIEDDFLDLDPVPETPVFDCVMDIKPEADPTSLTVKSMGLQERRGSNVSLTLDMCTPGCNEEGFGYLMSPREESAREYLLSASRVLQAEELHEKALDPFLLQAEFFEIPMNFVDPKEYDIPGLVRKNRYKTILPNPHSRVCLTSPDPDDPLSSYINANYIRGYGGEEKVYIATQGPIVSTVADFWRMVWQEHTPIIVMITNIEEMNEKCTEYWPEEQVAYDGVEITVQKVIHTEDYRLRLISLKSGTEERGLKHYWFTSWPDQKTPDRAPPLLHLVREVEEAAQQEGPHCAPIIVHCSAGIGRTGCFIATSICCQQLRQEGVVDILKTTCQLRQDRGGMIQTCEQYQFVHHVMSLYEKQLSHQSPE
#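 Measure: Control-normalized % inhibition with plate pattern correction | Test system: STEP phosphatase, cell-free reaction | Medium: pH 6.0 Bis-Tris with DTT and Tween 20 | Technique: Fluorescence, 480/540 nm | Times: Reaction 20 min, ambient temperature | Doses: Single compound dose of 20 µM, 1% DMSO final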
# DNMT1 block: inhibitors of human DNMT1; P26358; inhibition (reported as % activation of signal), % at 10 µM; hit rate 0.83% among 360,000; AID 588458; DNMT1 molecular beacon, Hinp1I cleavage, fluorescence; in the data active = inhibition above about 50%
# Scp1 inh: inhibitors of human Scp-1 phosphatase | AID 493091 | hit rate 0.88% among 340,000 | inhibition, % at 20 µM | Recombinant Scp1, phosphopeptide, malachite green phosphate absorbance | Q9GZU7;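 active = inhibition above about 50% at 20 µM, limit read from the data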;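 note: plate controls were DMSO wells with enzyme for no effect and wells lacking enzyme for full effect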
#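 Incubation: 45 min enzyme reaction at room temperature / System: truncated SCP-1 phosphatase (76-261aa) / Reagent: Phospho 17-mer peptide substrate / Buffer or medium: Acidic Tris acetate buffer with magnesium and detergent / Signal: absorbance at 630 nm / Doses: one concentration, 20 µM, with 1.0% DMSO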
# Rpn11 inh: blocks the human proteasome subunit Rpn11 | O00487 | human 26S proteasome, Ub4-pepOG fluorescence polarization; 20S core pre-blocked with epoxomicin | calls only at 20 µM | hit rate 0.59% among 360,000;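 active = inhibition at 20 µM, scaled to each plate's controls, above about 33%, limit read from the data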
# CSN inh: inhibitors of human CSN-mediated cullin deneddylation; Q92905; Purified CSN, SCF-Nedd8-OG deneddylation, fluorescence polarization; inhibition, % at 12.5 µM; hit rate 0.38% among 360,000;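 active = pattern-corrected inhibition above about 35%, with an unprinted fluorescence ratio check between 0.5 and 1.5, limit read from the data, passing the limit was not always enough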;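 note: 0% = enzyme with substrate and 100% = substrate without enzyme; some results filed as inactive read as strong as hits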
# Target sequence (Q92905 whole entry, looked up, one chain of several): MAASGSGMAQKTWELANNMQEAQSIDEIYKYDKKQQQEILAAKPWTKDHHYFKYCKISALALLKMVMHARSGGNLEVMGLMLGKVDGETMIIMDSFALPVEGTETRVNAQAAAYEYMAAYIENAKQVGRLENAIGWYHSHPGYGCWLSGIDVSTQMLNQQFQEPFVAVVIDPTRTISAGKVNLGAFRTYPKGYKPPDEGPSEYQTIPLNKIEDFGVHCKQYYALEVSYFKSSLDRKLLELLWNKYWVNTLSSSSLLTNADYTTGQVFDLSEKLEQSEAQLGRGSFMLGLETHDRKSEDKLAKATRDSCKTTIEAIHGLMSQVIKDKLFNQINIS
#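 assay system = purified human Csn5 enzyme expressed in HEK293T cells | amount = 0.24 nM enzyme | buffer or medium = Tris/NaCl/DTT buffer, pH 7.5 | reagent = 10 nM SCFSkp2-Nedd8OG | compound = one concentration, 12.5 µM, 0.25% DMSO | times = 90 min reaction at room temperature | signal = FP | read-out basis = % inhibition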
# Rin1-Abl PPI inh: inhibitors of human Rin1-Abl protein interaction. hit rate 0.4% among 360,000. P00519+Q13671. inhibition, % at 7.35 µM. TR-FRET Rin1/Abl binding, biochemical; in the data active = inhibition above about 5%, passing the limit was not always enough
# Neddyl block: blocks human cullin neddylation; P61081+Q13564; TR-FRET cullin neddylation, biochemical; calls only at 25 µM; hit rate 0.58% among 360,000; in the data active = inhibition above about 36%
# * hit, by the source's call; i = inactive; x = not tested or not shown; + = active, no number.
SMILES,LMPTP block,NadD inh,SUMO1-SIM PPI,STEP block,DNMT1 block,Scp1 inh,Rpn11 inh,CSN inh,Rin1-Abl PPI inh,Neddyl block
CCN(CCCNS(=O)(=O)c1ccc2c(c1)CCN2C(C)=O)c1cccc(C)c1,1.3,-1,7,1,-7,-2,i,-5,-4,i
COc1ccc(N(C)S(=O)(=O)c2ccc3c(c2)CC(C)N3C(=O)C2CC2)c(OC)c1 (configuration not stated),0.4,-1,0,-3,-1,-10,i,0,1,i
COc1cc(-n2c(N)c(C(=O)NCc3ccco3)c3nc4ccccc4nc32)cc(OC)c1OC,3.0,6,10,-2,-7,-4,i,5,-1,i
COc1ccc2[nH]c3c(c2c1)CCN1C(=O)C(CC(=O)NCCCN(C)C)C[C@H](C(=O)N2CCCCC2)[C@@]31C (some centres not stated),-9.7,-4,-7,-4,1,1,i,-4,-1,i
Cc1coc2cc3oc(=O)c(CCC(=O)NCC(=O)O)c(C)c3cc12,4.7,-3,3,0,0,3,i,-1,-1,x
CN(Cc1ccccc1)C(=O)CCS(=O)(=O)c1ccc2c(c1)oc(=O)n2C,-0.4,-2,0,-1,16,-2,i,4,1,i
Nc1nc(Nc2cccc(F)c2)nc(NCCO)c1[N+](=O)[O-],-0.4,-8,-15,-1,-1,11,i,101,-3,i
CC(=NC(C)C)C1=C(O)C(C)OC1=O (configuration not stated),-1.1,-3,-1,-2,-2,-2,i,2,-3,i
O=C(c1ccccc1F)N1CCC(O)(c2cccnc2)CC1,-0.6,2,-1,-1,5,3,i,2,3,i
COc1cc2sc3cc(NCc4ccc(C)o4)ccc3c(=O)c2cc1OC,4.3,-2,-32,1,-16,10,i,3,-4,i
COc1ccccc1N1CCN(c2nc(C)cc(=O)[nH]2)CC1,-0.7,0,0,-2,2,-7,i,-1,4,i
O=C(CSc1nnc(N2CCCC2)n1-c1ccccc1Cl)N1CCN(c2ccccn2)CC1,0.5,-2,4,-2,0,-5,i,1,0,i
COC(=O)Nc1ccc(S(=O)(=O)N2CCCCC2C(=O)NCc2ccco2)cc1 (configuration not stated),-2.3,-5,8,-3,0,19,i,6,1,i
Cc1sc2ncnc(NC(C)C(=O)O)c2c1C (configuration not stated),0.4,-2,1,-2,55*,1,i,-7,0,i
Cc1ccc(CN2CCN(Cc3cn[nH]c3-c3ccccc3)CC2CCO)o1 (configuration not stated),-3.3,0,4,0,-1,-4,i,4,0,i
CC(=O)c1coc2c1cc(O)c1ccccc12,-0.3,-9,-2,-1,-10,-5,i,0,0,i
CCOc1ccc(CN(C(=O)c2cc(=O)c3cc(C)cc(C)c3o2)C2CCS(=O)(=O)C2)cc1 (configuration not stated),1.4,-5,-6,-5,1,-7,i,2,-1,i
O=C(CNC(=O)c1ccc(Br)cc1)NC1CC1,-1.0,-4,-5,-3,-1,-2,i,-4,3,i
Cc1ccc(S(=O)(=O)N2CCN(C(=O)CCc3c[nH]c4ccccc34)CC2)c(C)c1,0.7,-1,2,4,-9,-4,i,-2,-5,i
Cc1cc2ccccc2nc1SCC(=O)NC1CCCC1,1.1,-4,4,-3,-2,-4,i,1,-10,i

SMILES,LMPTP block,NadD inh,SUMO1-SIM PPI,STEP block,DNMT1 block,Scp1 inh,Rpn11 inh,CSN inh,Rin1-Abl PPI inh,Neddyl block
CCC(=O)OCCNc1cc(Sc2nc3ccccc3s2)c2nonc2c1[N+](=O)[O-],3.3,6,-8,4,-14,1,i,9,-2,i
COc1ccc(Oc2cccc(Cl)c2CNC(=O)CC(C)(C)CC(=O)O)cc1,-0.9,2,4,-1,1,-1,i,5,1,i
O=C(CNCC1CCCCC1)Nc1cccc(S(=O)(=O)N2CCOCC2)c1,0.1,-9,1,1,-3,-6,i,4,-3,i
Cc1ccc(C(=O)CSc2nnc3c4ccccc4nc(C(C)(C)C)n23)cc1,3.2,3,3,0,0,-13,i,1,2,i
COc1ccc(NC(=O)CN2CCC(NC(=O)c3ccc(OC)cc3)CC2)cc1,-2.0,-4,4,-5,-4,-5,i,1,1,i
CCC(=O)/C=C1\Sc2ccc(OC)cc2N1CC,-0.4,3,1,0,6,-3,i,0,0,i
COc1ccc(C(c2nnnn2C(C)(C)C)N2CCN(c3nc4ccccc4s3)CC2)cc1OC (configuration not stated),-0.4,4,-4,3,1,-9,i,4,-4,i
COc1ccc(S(=O)(=O)N(C)C[C@H]2Oc3c(NC(=O)Cc4ccccc4)cccc3C(=O)N([C@H](C)CO)C[C@@H]2C)cc1,-1.5,-1,3,-3,2,-6,i,-2,4,i
Cc1cccc(-n2c(C)cc(C=C(C#N)C#N)c2C)c1,-0.9,-2,-2,-3,2,-5,i,-12,-3,i
Cc1cc(C(=O)NNC(=S)Nc2ccccc2C)cs1,0.0,2,-3,0,23,-5,i,-8,-2,i
COc1ccc(N(CC(=O)NC2CCCCC2)C(=O)CNC(=O)c2ccco2)cc1OC,2.0,-7,1,0,1,2,i,2,-1,i
OCCCn1c(CCCNc2nc(-c3cccc(Br)c3)cs2)nc2cc(Cl)c(N3CCCCC3)cc21,3.4,5,9,0,-40,-2,i,3,6,i
O=C1N(CCCN2C(=O)C3(OCCO3)c3ccccc32)c2ccccc2C12OCCO2,-0.1,-1,3,-2,-2,-13,i,-3,-2,i
Cc1cc2nc(CCN(C(=S)NCC3CCCO3)C3CCCC3)[nH]c2cc1C (configuration not stated),1.8,-7,0,4,1,-9,i,5,3,i
COc1ccccc1NC(=O)C1=C(C)Nc2nnnn2C1c1ccncc1 (configuration not stated),-3.4,-3,-2,-2,3,-4,i,-1,-6,i
CCCOc1ccc(Cc2c(O)nc(SC)[nH]c2=O)cc1,-1.9,-2,2,2,1,-5,i,4,3,i
Cc1cccc(N2CCN(C(=O)c3cccc(NC4=NC5CS(=O)(=O)CC5S4)c3)CC2)c1C (configuration not stated),0.0,8,4,-1,0,-12,i,-2,7,i
C=CCn1c(COc2ccccc2F)nnc1SCC(=O)Nc1cc(C)on1,-0.9,0,4,2,13,-3,i,1,2,i
Cc1ccccc1NC(=O)Cc1nc(COC(=O)c2ccccn2)cs1,0.0,6,-1,-2,-3,-6,i,5,0,i
O=[N+]([O-])c1ccc(/C=N/Nc2ncc(-c3ccccc3)cn2)cc1,23,0,-6,22,30,68*,i,12,-3,i

# Another view of 2 compounds above:
SMILES: COc1ccc(Oc2cccc(Cl)c2CNC(=O)CC(C)(C)CC(=O)O)cc1
  LMPTP block: -0.9
  NadD inh: 2
  SUMO1-SIM PPI: 4
  STEP block: -1
  DNMT1 block: 1
  Scp1 inh: -1
  Rpn11 inh: i
  CSN inh: 5
  Rin1-Abl PPI inh: 1
  Neddyl block: i
SMILES: O=C(CNCC1CCCCC1)Nc1cccc(S(=O)(=O)N2CCOCC2)c1
  LMPTP block: 0.1
  NadD inh: -9
  SUMO1-SIM PPI: 1
  STEP block: 1
  DNMT1 block: -3
  Scp1 inh: -6
  Rpn11 inh: i
  CSN inh: 4
  Rin1-Abl PPI inh: -3
  Neddyl block: i

# (more compounds)
SMILES,LMPTP block,NadD inh,SUMO1-SIM PPI,STEP block,DNMT1 block,Scp1 inh,Rpn11 inh,CSN inh,Rin1-Abl PPI inh,Neddyl block
C/C=C/c1ccc(OCC(=O)Nc2cc(S(=O)(=O)N3CCOCC3)ccc2N2CCCC2)c(OC)c1,3.4,1,1,6,-5,-3,i,-1,0,i
O=C(N/N=C/c1cc(Br)cs1)C(O)c1ccccc1 (configuration not stated),0.6,1,-18,1,2,-5,i,-1,0,i
Cc1ccc(CNC(=O)c2cc3c(=O)n4ccccc4nc3n(CC3CCCO3)c2=N)cc1 (configuration not stated),2.3,3,-15,0,-4,6,i,-1,-3,x
CCSc1nnc(NC(=O)C2C3CCC(C3)C2C(=O)O)s1 (configuration not stated),-0.5,-3,2,-1,2,-1,i,-1,4,i
COc1ccc(Nc2ncnc3ccc(Br)cc23)cc1OC,0.8,-6,-1,0,-2,3,i,0,-3,i
CCOc1ccc(Cl)cc1CNCCCSc1nc(C)cc(C)n1,-7.3,-9,-4,-3,-1,-6,i,0,0,i
COc1ccc(-n2c(=O)c3c4c(sc3n(CC(N)=O)c2=O)CCCCC4)cc1,2.8,3,5,1,1,3,i,-2,4,i
CC1(C(=O)NS(=O)(=O)c2ccccc2)CCN1C(=O)Cc1ccc(Cl)cc1Cl (configuration not stated),-0.3,-1,4,0,14,x,i,0,2,i
O=S(=O)(Nc1ccc(O)c2ccccc12)c1cccs1,1.9,3,-6,-2,-23,-4,i,6,0,i
COC(=O)C(C)N(c1ccc(C)cc1)S(=O)(=O)c1c(C)[nH]c(=O)[nH]c1=O (configuration not stated),0.2,0,-1,-3,3,3,i,1,4,i
COc1ccc2c(c1)CCCC(Br)C2=O (configuration not stated),9.3,0,6,6,0,7,i,2,2,i
Cc1ccccc1NC(=S)N(C)Cc1cn(C)c2ccccc12,0.7,0,6,4,-1,-8,i,-3,-2,i
CC(=O)C1=C(C)N(Cc2ccccc2)C(=O)N[C@H]1c1ccco1,-0.7,-4,-1,6,3,-5,i,0,3,i
Cn1cc(-c2ccc(Cl)cc2)cc(C#N)c1=O,-0.4,2,-16,3,-4,-5,i,-9,0,+
CSc1ccc(/C=C(\NC(=O)c2ccccc2)C(=O)NN)cc1,-1.7,2,-14,0,-5,3,i,-8,-3,i
S=c1[nH]nc(COc2cccc3ccccc23)n1Cc1ccccc1,2.6,8,0,-1,-8,-13,i,6,-2,i
Cc1ccc(F)c(S(=O)(=O)NC(=O)C2(C)CCN2C(=O)Cc2ccccc2)c1 (configuration not stated),-1.5,-5,1,4,-3,x,i,4,4,i
COC(=O)CN(c1cc([N+](=O)[O-])ccc1OC)S(C)(=O)=O,-0.4,1,-7,1,4,-6,i,-6,1,i
C/C(=N\NC(=O)c1ccncc1)c1cccnc1,-2.5,-1,-3,1,2,-12,i,-4,-1,i
CCCCNC(=O)NS(=O)(=O)c1ccc(NC(=O)CCC(=O)c2cccs2)cc1,-1.1,-2,4,-1,1,-7,i,-2,-3,i
COc1cccc(CN(C)CC(=O)NCc2ccccc2Cl)c1,-3.3,1,-1,-3,1,-5,i,-13,-1,i
COc1ccc(NC(=O)CN(C)C(=O)c2cc3c(s2)CCCCC3)cc1,-0.1,-2,6,-1,-1,-5,i,-3,-3,i
NC(=O)c1ccccc1NC(=O)COC(=O)CSCc1cccc(Cl)c1,0.8,0,0,-2,-1,-10,i,0,-3,i

# An excerpt from above, showing only Rin1-Abl PPI inh and STEP block:
Molecule,Rin1-Abl PPI inh,STEP block
O=S(=O)(Nc1ccc(O)c2ccccc12)c1cccs1,0,-2
COC(=O)C(C)N(c1ccc(C)cc1)S(=O)(=O)c1c(C)[nH]c(=O)[nH]c1=O (configuration not stated),4,-3

# Screening data: PubChem, several laboratories
